GALK inh: qHTS Assay for Inhibitors of Human Galactokinase (GALK); P51570; AID 1868, 2009; hit rate 0.007% among 270,000; Potency, µM (titrated, usually from 57.5 µM), inactives show at the highest dose activity change, negative = inhibition, hits mostly inhibitors; Purified GALK, Kinase-Glo residual ATP luminescence; also: potency is read from the fitted curve at half-maximal effect; % is scaled to controls: 0 for no effect and ±100 for the full control effect
Target sequence (P51570 whole entry, looked up): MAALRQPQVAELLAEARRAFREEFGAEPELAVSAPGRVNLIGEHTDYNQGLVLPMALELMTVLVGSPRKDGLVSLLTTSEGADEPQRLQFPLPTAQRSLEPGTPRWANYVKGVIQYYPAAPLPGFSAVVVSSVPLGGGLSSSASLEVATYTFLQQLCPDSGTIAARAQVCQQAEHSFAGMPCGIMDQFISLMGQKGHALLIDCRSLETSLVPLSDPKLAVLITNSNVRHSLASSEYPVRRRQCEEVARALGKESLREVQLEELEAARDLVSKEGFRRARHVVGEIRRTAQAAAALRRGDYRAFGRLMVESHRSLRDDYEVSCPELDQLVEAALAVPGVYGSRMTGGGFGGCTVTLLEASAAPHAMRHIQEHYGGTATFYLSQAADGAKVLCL
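Compounds were pin-transferred into ATP buffer (35 uM final), then GALK plus galactose (5 nM, 100 uM final) was added. After 1 h at room temperature, Kinase-Glo Plus was added and luminescence read after 10 min.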
Coupling enz: qHTS Assay for Inhibitors of Fructose-1,6-bisphosphate Aldolase from Giardia Lamblia: Coupling assay counterscreen. hit rate 0.67% among 290,000. activity change, negative = inhibition, % at 58.2 µM, hits read low. coupling enzyme system counterscreen, AmpLite Red fluorescence; in the data active = activity change below about -30%; also: % is scaled to controls: 0 for no effect and ±100 for the full control effect
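Counterscreen of the coupled detection system alone, without aldolase: glyceraldehyde-3-phosphate coupling enzymes plus AmpLite Red readout. Compounds at 57.5 uM final, 10 min RT preincubation, 20 min RT reaction, fluorescence 525/598 nm.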
A-T KAP1 phos: qHTS Assay for Identifying a Potential Treatment of Ataxia-Telangiectasia | […] A-T fibroblasts, KAP-1 phosphorylation AlphaLISA; neocarzinostatin DNA damage 30 min before lysis | Potency, µM (series often up to 57.5 µM), for inactives: at the top dose activation, usual class: activators | AID 485349, 2010 | hit rate 0.19% among 320,000; also: potency is read from the fitted curve at half-maximal effect; % of control where 0% means no effect; nearly all actives have a fitted effect of over 45% in size
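ATM-like activity read as KAP-1 phosphorylation via AlphaLISA donor/acceptor antibody pairs after lysis and 6 hr at 25C. Cells were ATM-null patient fibroblasts ([…], hTERT), dosed 60 min, then exposed to the DSB inducer NCS for 30 min.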
MBNL1 CUG block: qHTS Assay for Inhibitors of MBNL1-poly(CUG) RNA binding; Muscleblind-like protein 1 (Homo sapiens), Q9NR56; TR-FRET MBNL1-His/biotin-(CUG)12 binding, 665/545 ratio; Potency, µM (doses to about 57.5 µM), without a hit: top-dose activity change, negative = inhibition, usual class: inhibitors; hit rate 0.036% among 280,000; AID 2675, 2010; active = well fitted inhibition curve with a large enough effect in the signal ratio, with a control signal flat, not every such curve was filed as active; inconclusive = small, poorly fitted or top-dose-only effect, or effect the other way, or a change in a side signal; inactive = no such curve, though single readings can be large or run the other way; the % refers to the signal ratio; also: potency is read from the fitted curve at half-maximal effect; % is scaled to controls: 0 for no effect and ±100 for the full control effect
Target sequence (Q9NR56 whole entry, looked up): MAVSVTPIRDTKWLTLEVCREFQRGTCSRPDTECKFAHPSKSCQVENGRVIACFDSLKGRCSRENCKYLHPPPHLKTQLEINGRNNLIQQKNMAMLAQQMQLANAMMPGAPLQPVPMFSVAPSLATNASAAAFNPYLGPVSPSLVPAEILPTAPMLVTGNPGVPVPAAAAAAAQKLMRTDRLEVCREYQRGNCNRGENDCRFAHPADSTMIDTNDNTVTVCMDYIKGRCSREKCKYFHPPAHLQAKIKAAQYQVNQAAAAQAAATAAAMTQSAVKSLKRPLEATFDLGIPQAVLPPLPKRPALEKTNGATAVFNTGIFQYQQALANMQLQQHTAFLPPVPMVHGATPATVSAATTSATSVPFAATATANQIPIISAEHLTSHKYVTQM
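TR-FRET between His-tagged MBNL1 and biotin-(CUG)12 RNA, detected with Tb anti-His antibody (0.055 ng/ul) and streptavidin-XL665 (5 nM), 60 min at room temperature. Compounds titrated 92 nM to 58 uM; 665/545 nm ratio normalized to buffer and complex controls.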
KCNH2 3.1 inh: qHTS for Inhibitors of KCHN2 3.1: Mutant qHTS. Potassium voltage-gated channel subfamily H member 2, brain isoform KCNH2 3.1 (human). U2OS KCNH2 3.1, thallium flux FluxOr; hits give low values. activity change, % (tested at about 1.8 µM). hit rate 0.95% among 340,000. AID 720553, 2013;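 active = maximum activity change below -70%; inconclusive = maximum activity change from -70% to -50%; inactive = maximum activity change above -50%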;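 also: thallium influx rate constant from kinetic fluorescence after stimulation buffer; % is scaled to controls: 0 for no effect and ±100 for the full control effect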
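Thallium flux read-out: FluxOr dye with Red40 quencher in HBSS/HEPES, 45 min at RT. Rate constants from kinetic reads were normalized to positive and negative DMSO controls. Cells: U2OS virally expressing the 3.1 isoform.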
a7 integrin act: qHTS for Activators of Integrin-Mediated Alleviation for Muscular Dystrophy | alpha7betagal myoblasts, beta-gal FDG fluorescence, 48 h | hit rate 0.064% among 350,000 | AID 624291, 2012 | Potency, µM (top dose mostly 38.3 µM), without a hit: at the top dose activation, actives largely listed as activators;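 also: potency is read from the fitted curve at half-maximal effect; 100% = response of the positive control SU9516; nearly all actives have a fitted effect of over 60% in size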
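Alpha7betagal+/- myoblasts (passage 13) were plated 16-24 hr, then exposed to compounds (1:260 dilution of DMSO stock) for 48 hours at 37C. After MPER lysis, β-galactosidase reporter activity was read as FDG fluorescence (ex 480/em 540) after 30 minutes.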
MLL CXXC-DNA inh: qHTS Fluorescence Polarization Assay for Inhibitors of MLL CXXC domain - DNA interaction; Histone-lysine N-methyltransferase 2A (Homo sapiens), Q03164; MLL-CXXC / FITC-HOXA9 DNA fluorescence polarization; Potency, µM (top dose mostly 115 µM), for the others: at the highest dose activity change, negative = inhibition, most hits filed as inhibitors; hit rate 0.037% among 290,000; AID 2662, 2010; active = well fitted inhibition curve with a large enough effect in the polarisation, with a control signal flat, not every such curve was filed as active; inconclusive = small, poorly fitted or top-dose-only effect, or effect the other way, or a change in a side signal; inactive = no such curve, though single readings can be large or run the other way; the % refers to the polarisation; also: potency is read from the fitted curve at half-maximal effect
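Purified MLL-CXXC (added from a 7 uM solution) was preincubated 5 min at ambient with pinned compounds in 50 mM Tris-HCl pH 7.5, 50 mM NaCl, 1 mM DTT, 0.05% BSA. Fluorescein-labeled HOX-A9 DNA (50 nM solution) followed, 30 min, then polarization read.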
TRPV1 agonist: HTS Assay for Compounds that Act as Agonists of the Vanilloid Receptor 1. Transient receptor potential cation channel subfamily V member 1 (Homo sapiens), Q8NER1. TRPV1-expressing cells, Fluo-8 calcium influx, agonist mode. activation, % at 8.33 µM. hit rate 0.19% among 320,000. AID 540275, 2011; in the data active = activation above about 80%; inconclusive = between about 30% and that limit; also: 0% is about no effect
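Cells expressing TRPV1 were dye-loaded with Fluo-8 and read kinetically: 10 s baseline, 3 min after compound (agonist portion), then 2 min after EC20 capsaicin (allosteric enhancer portion). Calcium-bound dye fluorescence at 480/520 nm.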
S-ASM inh: Inhibitors of Secretory Acid Sphingomyelinase (S-ASM): qHTS. Potency, µM (series often up to 57.5 µM), for the others: at the top dose activity change, negative = inhibition, most hits filed as inhibitors. placental ASM, HMU-PC fluorogenic substrate, 60 min. hit rate 0.006% among 340,000. Sphingomyelin phosphodiesterase (Homo sapiens), P17405. AID 504937, 2011; also: potency is read from the fitted curve at half-maximal effect
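qHTS format. ASM enzyme prepared from human placenta hydrolyses the fluorogenic substrate HMU-PC0 (9 uM final) over 60 min at 37 °C after a 10 min compound preincubation.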
hERG WT inh: qHTS for Inhibitors of KCHN2 3.1: Wildtype qHTS. Voltage-gated inwardly rectifying potassium channel KCNH2 (Homo sapiens), Q12809. U2OS, BacMam KCNH2, thallium flux FluxOr; hits give low values. activity change, % at 1.84 µM. hit rate 0.37% among 340,000. AID 720551, 2013;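 active = maximum activity change below -70%; inconclusive = maximum activity change between -70% and -50%; inactive = maximum activity change above -50%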; also: % is scaled to controls: 0 for no effect and ±100 for the full control effect
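U2OS cells were transduced with wild-type KCNH2 virus (2.03 x 10^8 / mL) for 4 h at room temperature, then cultured overnight at 37 C. Thallium flux was read with FluxOr dye. Rate constants were normalized to DMSO controls.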
* marks the source's active call; other numbers are inactive results; ? = inconclusive; . = not tested or not shown; [ ] = remark or other dose. Unless noted, calls follow the shape of the dose curve; as a rule, active = well fitted curve in the direction sought with a large enough effect; inconclusive = small, poorly fitted or top-dose-only effect, or another doubt; inactive = no such curve, though single readings can be large; an effect the other way counts as inactive or inconclusive.

SMILES	GALK inh	Coupling enz	A-T KAP1 phos	MBNL1 CUG block	KCNH2 3.1 inh	a7 integrin act	MLL CXXC-DNA inh	TRPV1 agonist	S-ASM inh	hERG WT inh
CCc1cc(C(=O)N2CCCC(C(=O)c3cccc(OC(C)C)c3)C2)n(C)n1 (configuration not stated)	2%	5	-1%[11.5 µM]	-1%	-1	-25%	3%	3	-1%	10
O=c1cc2c(n[nH]1)CCCC2	-1%	0	4%	0%	6	12%	-4%	-4	1%	6
CS(=O)(=O)Oc1ccc(/C=C2\C(=N)N3N=C(CC(=O)N4CCOCC4)SC3=NC2=O)cc1Cl	-5%	10	16%	-6%	-1	3%	-28%	-2	1%	4
CCc1ncc(CN2CCCC(C(=O)Nc3cccc(-c4ccc(F)cc4)c3)C2)cn1 (configuration not stated)	-5%	.	11%	-5%	-2	-7%	9%	2	.	8
COc1ccc(C(=O)N2CCN(c3ccccc3Cl)CC2)cc1S(=O)(=O)NC1CC1	.	.	-11%	.	4	-5%	.	-5	0%	28
C/C(=N/NC(=O)CCc1ccccc1)c1ccco1	4%	-1	-2%	7%	-9	3%	-7%	0	1%	-1
CN1CCN(c2ccc(NC(=S)NC(=O)c3cccc4c(Cl)cccc34)cc2)CC1	6%	-2	4%	4%	-91*	6%	-11%	-3	-10%	5
CC(=O)NC1=NN(C(C)=O)C2(S1)C(=O)N(C(C)C)c1ccc(C)cc12 (configuration not stated)	-1%	2	7%	15%	0	11%	0%	-1	2%	-7
CN(CC(=O)NCC(c1ccco1)N1CCCCC1)S(=O)(=O)c1ccc(Cl)cc1 (configuration not stated)	.	.	1%	.	7	-24%	.	24	11%	23
O=C(COC(=O)CN1C(=O)COc2ccccc21)NC1CCCCC1	.	.	-3%	.	1	16%	.	13	2%	1
CCc1cccc2c(SC(C)C(=O)NCC3CCCO3)nc(-c3ccccc3)nc12 (configuration not stated)	0%	-2	1%	-9%	-1	11%	3%	?	-3%	-5
CCCN(C(=O)c1ccc(-n2cncn2)c([N+](=O)[O-])c1)C1CCS(=O)(=O)C1 (configuration not stated)	.	.	-6%	.	9	2%	.	1	3%	-7
O=C(CSc1nnnn1-c1ccccc1)Nc1nsc(-c2ccccc2)n1	-6%	6	-3%	-3%	-8	4%	11%	-2	8%	17
CCOC(=O)/C=c1\s/c(=C\c2c(OCC)ccc3ccccc23)c(=O)n1CC(=O)NCC1CCCO1 (configuration not stated)	1%	0	3%	14%	-16	11%	11%	12	-12%	-26
CC(=O)Nc1cc2c(cc1NC(=O)Cn1nc(-c3ccc4c(c3)OCCO4)ccc1=O)OCCO2	-1%	3	-1%	?	6	5%	1%	-2	-2%	-9
CC(=O)NC(CC(=O)Nc1ccc(S(=O)(=O)N2CCOCC2)cc1)c1ccccc1 (configuration not stated)	.	.	0%	.	2	-8%	.	.	0%	8
CCN1CCN(c2ncnc3c2cnn3-c2ccc(Cl)cc2)CC1	0%	6	14%	-3%	1	-2%	-1%	2	-1%	4
COc1ccc(NC(=O)c2ccc3c(=O)n4c(nc3c2)CCCCC4)cc1	6%	.	1%	-4%	27	-25%	1%	-2	-3%	0
O=C1CC2C(CC(OC(=O)c3ccc(-c4ccccc4)cc3)C2CO)O1 (configuration not stated)	1%	-3	2%	-10%	-6	-15%	-3%	2	-6%	0
COc1ccc(C(CNC(=O)CN2C(=O)NC(C)(c3ccc4ccccc4c3)C2=O)N2CCCC2)cc1 (configuration not stated)	.	.	.	.	9	-34%	.	.	2%	10
CN(C)c1cccc2c1c(NC(=O)Nc1ccccc1)nn2C	.	-31*	8%	14%	17	?	-6%	16	-15%	-1
O=C(c1cc(COc2cccc(C(F)(F)F)c2)on1)N1CCC(c2ccncc2)CC1	-4%	.	8%	-2%	-29	-39%	-1%	-1	-2%	0
Cc1ccc(NC2=NCCC2)cc1Cl	0%	10	4%	-30%	3	8%	-2%	1	0%	-9
CCn1nccc1C(=O)Nc1nc2ccccc2n1CCN1CCCCC1	-4%	.	0%	-8%	-3	-11%	0%	14	5%	9
Cc1nc(-c2ccc([N+](=O)[O-])cc2)nc2[nH]ccc(=O)c12	.	1	-11%	19%	-33	-12%	30%	-1	-2%	13
SMILES	GALK inh	Coupling enz	A-T KAP1 phos	MBNL1 CUG block	KCNH2 3.1 inh	a7 integrin act	MLL CXXC-DNA inh	TRPV1 agonist	S-ASM inh	hERG WT inh
N#CCC(=N)N1CCN(c2ccccc2Cl)CC1	-2%	1	2%	4%	-11	0%	-18%	2	-3%	-5
CCCc1nc2ccccc2n1C(=S)SC	0%	2	-3%	24%	3	-17%	-5%	22	3%	-11
CCOc1ccccc1NS(=O)(=O)c1ccc2c(c1)NC(=O)CCS2	-7%	.	-17%	-4%	-6	?	-8%	12	4%	-4
COc1ccccc1NS(=O)(=O)c1cc(NC(=O)CN2C(=O)NC3(CCCCC3)C2=O)ccc1C	.	.	.	.	-6	-29%	.	.	-10%	-3
O=C(O)C1Cc2ccccc2CN1S(=O)(=O)/C=C/c1ccccc1 (configuration not stated)	-2%	0	-17%	-2%	1	-4%	9%	-5	-1%	0
CCOC(=O)N/N=C/c1ccc(OCCSc2ccc(Cl)cc2)c(OC)c1	0%	-1	0%	-16%	-18	3%	-8%	0	-9%	-9
CC1=CC(C)(C)N(C)C(=O)N1c1ccc(Cl)cc1	.	12	4%	-18%	2	25%	-13%	0	2%	9
c1ccc2cc(-c3csnn3)ccc2c1	1%	3	12%	?	-31	5%	-2%	-3	-5%	0
COc1ccc(C(=O)N/N=C/c2ccc3cccc(O)c3n2)cc1	1%	-4	-1%	?	-4	-8%	1%	1	-1%	0
Cc1noc(/C=C/c2ccccc2F)c1S(=O)(=O)N1CCC(C(=O)N2CCN(C)CC2)CC1	-1%	-2	7%	11%	-19	-41%	4%	?	-3%	8

9 of these compounds, set out differently.
Molecule | GALK inh | Coupling enz | A-T KAP1 phos | MBNL1 CUG block | KCNH2 3.1 inh | a7 integrin act | MLL CXXC-DNA inh | TRPV1 agonist | S-ASM inh | hERG WT inh
CCCc1nc2ccccc2n1C(=S)SC | 0% | 2 | -3% | 24% | 3 | -17% | -5% | 22 | 3% | -11
CCOc1ccccc1NS(=O)(=O)c1ccc2c(c1)NC(=O)CCS2 | -7% | . | -17% | -4% | -6 | ? | -8% | 12 | 4% | -4
COc1ccccc1NS(=O)(=O)c1cc(NC(=O)CN2C(=O)NC3(CCCCC3)C2=O)ccc1C | . | . | . | . | -6 | -29% | . | . | -10% | -3
O=C(O)C1Cc2ccccc2CN1S(=O)(=O)/C=C/c1ccccc1 (configuration not stated) | -2% | 0 | -17% | -2% | 1 | -4% | 9% | -5 | -1% | 0
CCOC(=O)N/N=C/c1ccc(OCCSc2ccc(Cl)cc2)c(OC)c1 | 0% | -1 | 0% | -16% | -18 | 3% | -8% | 0 | -9% | -9
CC1=CC(C)(C)N(C)C(=O)N1c1ccc(Cl)cc1 | . | 12 | 4% | -18% | 2 | 25% | -13% | 0 | 2% | 9
c1ccc2cc(-c3csnn3)ccc2c1 | 1% | 3 | 12% | ? | -31 | 5% | -2% | -3 | -5% | 0
COc1ccc(C(=O)N/N=C/c2ccc3cccc(O)c3n2)cc1 | 1% | -4 | -1% | ? | -4 | -8% | 1% | 1 | -1% | 0
Cc1noc(/C=C/c2ccccc2F)c1S(=O)(=O)N1CCC(C(=O)N2CCN(C)CC2)CC1 | -1% | -2 | 7% | 11% | -19 | -41% | 4% | ? | -3% | 8

Bioassay records from PubChem.
